# High-throughput results deposited in PubChem BioAssay by National Center for Advancing Translational Sciences (NCATS).
# Abeta rescue: qHTS for compounds that reverse cellular toxicity of Amyloid beta (A-beta) peptide in yeast: Primary Screen; yeast expressing A-beta42, growth rescue, OD600, 48 h; response scale: 0% DMSO, 100% iron-clioquinol control; Potency, µM (highest dose often 46.1 µM), for the others: at the top dose growth rescue, hits mostly activators; actives 0.063% (n = 410,000); AID 1347071, 2019; also: potency is read from the fitted curve at half-maximal effect; nearly all actives have a fitted effect of over 55% in size
#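 Yeast growth medium received pinned compounds, then yeast cells expressing toxic A-beta were added; plates incubated at 30 C for 48 hr. Growth read as absorbance at 600 nm, normalized to DMSO and equimolar FeCl3 plus clioquinol controls.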
# A549 tox: Nrf2 qHTS screen for inhibitors: counterscreen for cytotoxicity; actives 0.16% (n = 390,000); AID 504648, 2011; A549 ARE-Fluc cells, CellTiter-Fluor viability, 18-24 h; Potency, µM (highest dose often 46 µM), inactives show top-dose activity change, negative = cytotoxicity, actives largely listed as inhibitors; also: potency is read from the fitted curve at half-maximal effect; % is scaled to controls: 0 for no effect and ±100 for the full control effect
#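 Cytotoxicity counterscreen: CellTiter-Fluor fluorescence was measured in A549 ARE_Fluc cells after 18-24 h of compound exposure in a concentration series. The subsequent BugLite luminescent read reports ARE-luciferase activity.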
# Nrf2 activator: qHTS of Nrf2 Activators. AID 624171, 2012. Potency, µM (doses to about 46.1 µM), for inactives: top-dose activation, usual class: activators. actives 0.31% (n = 410,000). AREc32 ARE-luciferase reporter (MCF7-derived line), luminescence, 24 h; also: potency is read from the fitted curve at half-maximal effect; % of control where 0% means no effect; nearly all actives have a fitted effect of over 65% in size
#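 Nrf2 activation is followed as ARE-luciferase induction in the AREc32 line after one day of compound treatment; luminescence is read with Steady-Glo.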
# HepG2 tox: qHTS for Inhibitors of TGF-b: Cytotox Counterscreen. Potency, µM (top dose mostly 46.1 µM), for inactives: top-dose activity change, negative = cytotoxicity, usual class: cytotoxic. HepG2 CAGA-GFP viability, ATP luminescence, 18 h. actives 0.76% (n = 410,000). AID 588856, 2011; also: potency is read from the fitted curve at half-maximal effect; some results filed as inactive show a strong effect at the top dose
#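 HepG2 CAGA-GFP cells (1000/well, DMEM with 1% FBS) received compound, then TGF-beta at 500 pg/mL final, and were incubated 18 hours at 37 degrees C. Viability was read by CellTiter-Glo luminescence. Media-only wells were set as complete cell-killing and DMSO as no toxicity.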
# Akt phos inh: HTS Assay for Inhibitors of Akt Phophorylation: Primary Screen; actives 0.32% (n = 360,000); Neuro2A IGF-stimulated pAkt S473 HTRF, 20 min; stronger effect = lower value; activity change, % for hits at 50 µM; in the data active = activity change below about -80%; inconclusive = mostly about -51% to -80%; also: % is scaled to controls: 0 for no effect and ±100 for the full control effect
#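 Neuro2A cells in DMEM with 0.5% FBS, overnight at 37 deg C, given compound at single 50 µM final, then IGF (6 nM final) for 20 min at 37 deg C. Lysed; phospho-Akt Ser473 by HTRF after 24 h, 665/615 ratio.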
# Nrf2 inh: Nrf2 qHTS screen for inhibitors. A549 ARE-Fluc reporter, luciferase luminescence, 18-24 h. Potency, µM (series often up to 46 µM), without a hit: at the highest dose activity change, negative = inhibition, actives largely listed as inhibitors. actives 2.1% (n = 360,000); also: potency is read from the fitted curve at half-maximal effect; % is scaled to controls: 0 for no effect and ±100 for the full control effect; nearly all actives have a fitted effect of over 60% in size
#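 Two sequential reads on A549 ARE_Fluc cells exposed to compound for 18-24 h: a CellTiter-Fluor fluorescence read for viability, then a luciferase luminescence read for Nrf2/ARE activity.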
# TGFb SMAD3 inh: qHTS for Inhibitors of TGF-b. HepG2 CAGA-GFP TGF-b/SMAD3 reporter, GFP fluorescence, 18 h; TGF-beta stimulated, 500 pg/mL final. Potency, µM (titrated, usually from 46.1 µM), without a hit: at the highest dose activity, negative = inhibition, hits mostly inhibitors. actives 1.2% (n = 410,000). AID 588855, 2011; also: potency is read from the fitted curve at half-maximal effect; % is scaled to controls: 0 for no effect and ±100 for the full control effect; nearly all actives have a fitted effect of over 65% in size
#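 Read-out: total well GFP (ex488/em500-530) summed from mean per-cell fluorescence. Cells: HEPG2 CAGA-GFP, 1% FBS DMEM, 18 h at 37 degrees C with 500 pg/mL final TGF-beta. Unstimulated wells served as the full-inhibition control; stimulated DMSO wells = 0%.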
# Mm-Cpn inhibitor: Inhibitors of TCP-1 ring complex (TRiC) of Methanococcus maripaludis (MmCpn): qHTS | Chaperonin Mm-Cpn (Methanococcus maripaludis) | purified Mm-Cpn ATPase, ADP Transcreener TR-FRET | Potency, µM (doses to about 76.9 µM), without a hit: at the highest dose activity, negative = inhibition, usual class: inhibitors | actives 0.031% (n = 330,000) | AID 504842, 2011; also: potency is read from the fitted curve at half-maximal effect; % is scaled to controls: 0 for no effect and ±100 for the full control effect; nearly all actives have a fitted effect of over 80% in size
#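 25 nM Mm-CPN + cpd, 10 min 37°C; + 10 uM ATP, 30 min 37°C; buffer 30 mM Tris pH 7.4, 100 mM KCl, 5 mM MgCl2, 1 mM DTT; Transcreener ADP HTRF detection 30 min RT.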
# CCT modulator: High-Throughput Screening for Modulators of Cytosolic Chaperonin Activity. purified chaperonin ATPase assay, HTRF ADP detection, 30 min. activity change, % (no concentration beside the values), hits read low. actives 0.3% (n = 360,000); in the data active = activity change below about -30%; also: % is scaled to controls: 0 for no effect and ±100 for the full control effect
#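 First, chaperonin was dispensed at 40 nM or 20 nM final depending on batch activity. Next, compounds were pinned at 76 uM and ATP added at 10 uM. After 30 min at 37 °C, ADP detection reagents ran 30 min at ambient temperature.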
# The depositor's hits bear a star; i = inactive; ? = inconclusive; . = no result given. Unless noted, calls follow the shape of the dose curve; as a rule, active = well fitted curve in the direction sought with a large enough effect; inconclusive = small, poorly fitted or top-dose-only effect, or another doubt; inactive = no such curve, though single readings can be large; an effect the other way counts as inactive or inconclusive.
no.	structure	Abeta rescue	A549 tox	Nrf2 activator	HepG2 tox	Akt phos inh	Nrf2 inh	TGFb SMAD3 inh	Mm-Cpn inhibitor	CCT modulator
1	Cc1cccc(C)c1NC(=O)CN(C)C(=O)c1cc([N+](=O)[O-])ccc1N1CCOCC1	10%	-20%	0.0%	-11%	i	-7%	8%	-1%	-0.6
2	Cn1cccc1CC(=O)N/N=C/C=C/c1ccccc1	-13%	1%	3.3%	4%	i	?	15%	1%	-0.7
3	O=C(COC(=O)CCS(=O)(=O)c1ccccc1)NNC(=O)c1ccc([N+](=O)[O-])cc1	-6%	.	-0.4%	-20%	i	.	-2%	.	-0.9
4	COC(=O)c1ccc(C2C(C(=O)c3cc4ccccc4o3)=C(O)C(=O)N2c2cc(C)on2)cc1 (stereo not drawn)	-11%	?	-0.1%	-4%	i	?	3%	-9%	-13
5	Nc1nnc(CCCCCc2nnc(N)s2)s1	-12%	6%	3.3%	-2%	i	?	-7%	0%	-3.6
6	O=C1CC(C(=O)N2CCc3ccccc32)CN1c1ccc(F)cc1 (stereo not drawn)	-16%	21%	-0.6%	-7%	i	-5%	1%	2%	3.6
7	O=S(N1CCCCCC1)C12CC3CC(CC(C3)C1)C2 (stereo not drawn)	-14%	-2%	-1.0%	-3%	i	7%	6%	0%	-5.4
8	CCC(Oc1ccccc1-c1nnc(-c2ccccc2)o1)C(=O)Nc1ccc(C(C)=O)cc1 (stereo not drawn)	-21%	1%	6.9%	-12%	.	-44%	-1%	.	.
9	CC1(c2ccc3ccccc3c2)NC(=O)N(CC(=O)Nc2ncccc2O)C1=O (stereo not drawn)	-5%	2%	-0.1%	-3%	i	2%	13%	0%	-2.7
10	Cc1ccc(-c2csc(Nc3ccccc3)[n+]2CCc2ccccc2)cc1	7%	16%	3.0%	-10%	i	8%	?	1%	-0.9
11	COc1ccc(S(=O)(=O)N2CCCCCC2)cc1NC(=O)Cc1ccccc1F	16%	20%	0.6%	-10%	i	-2%	-29%	0%	-0.9
12	CCC(=O)N1c2ccc(S(=O)(=O)NC3CCCCC3)cc2CC1C (stereo not drawn)	8%	-6%	0.0%	-15%	i	?	-14%	2%	-2.7
13	CCCCNC(=O)COC(=O)c1c2c(nc3ccccc13)/C(=C/c1cccs1)CC2	5%	-1%	3.4%	-14%	i	?	?	-3%	-2.0
14	N#Cc1nc(Cc2ccccc2)oc1NCc1cccnc1	2%	-17%	-0.9%	-14%	i	-21%	-1%	2%	1.3
15	Cc1cc(C)n(C(=O)c2cccc([N+](=O)[O-])c2C)n1	-14%	0%	-1.2%	-7%	i	-12%	13%	-2%	1.7
16	COc1ccc(C(c2nnnn2CC2CCCO2)N2CCN(c3ccc(F)cc3)CC2)cc1 (stereo not drawn)	-2%	-3%	0.0%	8%	i	0%	-8%	0%	-0.4
17	C=CCn1c(O)c(N=O)c2cc(C)ccc21	-5%	-1%	0.2%	-15%	i	?	1%	3%	-1.5
18	C#CCOCCOCCOCCNc1nc(N2CCOCC2)nc(N2CCN(C(=O)[C@H](CC(N)=O)n3cc(C(N)[C@@H](C)CC)nn3)CC2)n1 (stereo partly drawn)	-13%	1%	0.0%	-8%	i	5%	0%	3%	1.3
19	COCCNc1oc(/C=C/c2ccc(F)cc2)nc1C#N	-19%	0%	8.2%	1%	.	24%	.	.	.
20	Cc1cc(NC(=O)Nc2ccc3c(ccn3C)c2)sn1	-3%	-6%	3.8%	-7%	i	-19%	13%	.	1.2
21	O=C(OCc1ccccc1)N1CCC2CC1c1ccc(/C=C/CCCCl)cc12 (stereo not drawn)	-10%	.	4.0%	-12%	i	.	-11%	.	1.4
22	Cc1c(NC(=O)C(C)OC(=O)C23CC4CC(CC(Br)(C4)C2)C3)c(=O)n(-c2ccccc2)n1C (stereo not drawn)	3%	-5%	0.1%	3%	i	-16%	-2%	1%	1.5
23	COC(=O)CCCC(=O)N1CCCC(C(=O)c2ccc(-c3ccccc3)cc2)C1 (stereo not drawn)	-8%	1%	-0.3%	-7%	i	4%	-5%	-9%	-0.3
24	CCCN1C(=O)C2(SC(NC(C)=O)=NN2C(C)=O)c2cc(C)cc(C)c21 (stereo not drawn)	11%	1%	2.4%	-19%	i	-2%	-12%	1%	-0.5
25	CC1(C)CC(=O)NC=C(c2ccccc2)C1	-9%	3%	-0.4%	10%	i	8%	0%	-13%	-3.8

# Arranged by value in Nrf2 activator (highest first): 3 of the compounds above.
entry | mol | Nrf2 activator
11 | COc1ccc(S(=O)(=O)N2CCCCCC2)cc1NC(=O)Cc1ccccc1F | 0.6%
18 | C#CCOCCOCCOCCNc1nc(N2CCOCC2)nc(N2CCN(C(=O)[C@H](CC(N)=O)n3cc(C(N)[C@@H](C)CC)nn3)CC2)n1 (stereo partly drawn) | 0.0%
9 | CC1(c2ccc3ccccc3c2)NC(=O)N(CC(=O)Nc2ncccc2O)C1=O (stereo not drawn) | -0.1%

# Of the compounds above, these contain a nitro group on carbon.
no.	structure	Abeta rescue	A549 tox	Nrf2 activator	HepG2 tox	Akt phos inh	Nrf2 inh	TGFb SMAD3 inh	Mm-Cpn inhibitor	CCT modulator
1	Cc1cccc(C)c1NC(=O)CN(C)C(=O)c1cc([N+](=O)[O-])ccc1N1CCOCC1	10%	-20%	0.0%	-11%	i	-7%	8%	-1%	-0.6
3	O=C(COC(=O)CCS(=O)(=O)c1ccccc1)NNC(=O)c1ccc([N+](=O)[O-])cc1	-6%	.	-0.4%	-20%	i	.	-2%	.	-0.9
15	Cc1cc(C)n(C(=O)c2cccc([N+](=O)[O-])c2C)n1	-14%	0%	-1.2%	-7%	i	-12%	13%	-2%	1.7

# Later entries:
no.	structure	Abeta rescue	A549 tox	Nrf2 activator	HepG2 tox	Akt phos inh	Nrf2 inh	TGFb SMAD3 inh	Mm-Cpn inhibitor	CCT modulator
26	COc1ccc(Cn2c(=O)c3oc4ccccc4c3n(CC(=O)Nc3c(C)cccc3C)c2=O)cc1	-9%	8%	0.6%	2%	.	9%	0%	.	.
27	O=C(Nc1ccccc1F)c1ccccc1-c1ccccc1	-4%	0%	1.9%	-1%	i	4%	?	0%	-3.8
28	Cc1cc(C(=O)N2CCCC(N3CCN(c4cccc(C(F)(F)F)c4)CC3)C2)nn1C (stereo not drawn)	-3%	5%	0.2%	4%	i	10%	-8%	-2%	-2.6
29	CCc1ccc(NC(=O)Cn2nnc(C(=O)NCc3ccc(C)cc3)c2N)cc1	-9%	0%	-0.3%	9%	.	12%	1%	.	.
30	Cc1cc(C(=O)N/N=C/c2ccc(-c3cccc(Cl)c3)o2)n[nH]1	-4%	0%	-0.8%	-34%	i	4%	7%	-8%	-1.1
31	CCN(CC)S(=O)(=O)c1ccc(C(=O)NC2CC(=O)N(c3ccc4c(c3)OCCO4)C2)cc1 (stereo not drawn)	-3%	-2%	-0.6%	-5%	.	.	0%	.	.
32	COc1cccc(OCCNS(=O)(=O)c2ccccc2[N+](=O)[O-])c1	13%	-3%	0.2%	1%	i	17%	3%	-1%	-0.9
33	CCOc1ccc2cc(C#N)c(SCC(=O)OC)nc2c1	-21%	-10%	0.1%	17%	i	?	-8%	-3%	-3.0
34	O=C(CCCOc1ccc(Cl)cc1Cl)N/N=C/c1ccccc1	34%	9%	2.3%	-58%	i	-4%	?	0%	0.5
35	O=C(NCc1ccco1)c1ccc2c(c1)C(=O)c1ccccc1-2	-8%	-2%	8.9%	0%	i	.	-7%	0%	-0.9
36	O=C(CSc1n[nH]c(-c2ccccc2)n1)NCc1cccc(C(=O)O)c1	-5%	-3%	-0.9%	4%	i	7%	0%	0%	-0.9
37	O=C(Nc1cccc(NC(=O)c2ccc3c(c2)OCO3)c1)c1ccccc1	5%	?	0.5%	2%	i	-6%	5%	0%	1.3
38	CC(=O)c1ccc(N2CCN(C(=O)CCCn3c(=O)[nH]c4ccccc4c3=O)CC2)cc1	-4%	0%	5.0%	-1%	i	-19%	14%	-4%	-0.6
39	Cc1ccc(C(C(=O)NC2CCCCC2)N(C(=O)Cc2c[nH]c3ccccc23)c2ccccc2C)o1 (stereo not drawn)	-8%	-12%	-0.3%	-1%	i	?	4%	-1%	-3.7
40	Oc1cccc2c(NC(=S)Nc3ccc(OC(F)F)cc3)cccc12	?	1%	13%	-29%	i	13%	-12%	-3%	-2.6
41	COc1ccc(CC(=O)Nc2cccc(S(=O)(=O)N3CCOCC3)c2)cc1OC	-16%	-19%	-1.0%	-4%	i	-26%	-19%	2%	2.0
42	CC(C)Nc1nc(NC(C)C)nc(OCCOC(=O)Nc2ccccc2)n1	18%	-30%	2.7%	-14%	i	?	4%	0%	-1.4
43	COc1ccc(C(=O)Nc2ccc(N3CCCC3)cc2)cc1OC	-24%	-8%	3.8%	-58%	i	11%	1%	-6%	-0.4
44	COCc1cccc(NC(=O)CCc2ccccc2)c1	-2%	4%	-0.6%	-5%	i	?	15%	0%	0.9
45	COc1cccc(/C=C/c2ccc3cccc(O)c3n2)c1OC	15%	-4%	?	-30%	i	0%	?	?	-1.2
46	Cc1cccc(C)c1-n1ncc(C(=O)NC2CCCC2)c1C1CCNCC1	7%	0%	-2.7%	2%	i	14%	10%	-1%	0.5
